# GoLoco inh red: qHTS Assay for Inhibitors of RGS12 GoLoco Motif Activity (Red Fluorophore); Gai1:RGS12 GoLoco peptide FP, rhodamine, 10 min; Guanine nucleotide-binding protein G(i) subunit alpha-1 (Homo sapiens), P63096; 230,000 compounds, 0.44% hits; Potency, µM (top dose mostly 61.6 µM), for inactives: top-dose activity, negative = inhibition, actives largely listed as inhibitors; active = well fitted inhibition curve with a large enough effect, not every such curve was filed as active; inactive = no such curve, though single readings can be large or run the other way; note: % is set by controls: 0 for no effect and ±100 for the full control effect; nearly all actives have a fitted effect of over 30% in size; many of its hits are not listed in these tables
# Target sequence (P63096 whole entry, looked up): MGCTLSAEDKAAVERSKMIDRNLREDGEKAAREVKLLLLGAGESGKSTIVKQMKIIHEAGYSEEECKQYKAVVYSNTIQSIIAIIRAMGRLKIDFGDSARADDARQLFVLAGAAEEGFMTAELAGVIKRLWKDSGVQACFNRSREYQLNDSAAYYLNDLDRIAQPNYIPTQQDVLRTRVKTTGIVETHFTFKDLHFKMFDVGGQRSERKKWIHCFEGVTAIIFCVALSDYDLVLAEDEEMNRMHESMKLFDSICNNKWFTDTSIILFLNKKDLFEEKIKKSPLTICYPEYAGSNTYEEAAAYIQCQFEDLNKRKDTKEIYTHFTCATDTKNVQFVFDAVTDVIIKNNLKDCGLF
# GAA glycogen: qHTS Assay for Inhibitors and Activators of Human alpha-Glucosidase Cleavage of Glycogen | Lysosomal alpha-glucosidase (Homo sapiens), P10253 | recombinant GAA, glycogen substrate, Amplex Red glucose oxidase fluorescence | Potency, µM (series often up to 76.4 µM), inactives show at the top dose activity change, negative = inhibition, actives largely listed as inhibitors | 300,000 compounds, 0.38% hits | AID 2100, 2009;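 note: 0% = full enzyme reaction and -100% = no-enzyme basal signal; the screen sought inhibitors and activators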
#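 Natural-substrate format: glycogen cleavage by 4 nM human enzyme, glucose read by Amplex Red coupling (Ex 573, Em 610 nm). Normalized to enzyme and no-enzyme controls.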
# HTT aggregate: qHTS Multiplex Assay to Identify Dual Action Probes in a Cell Model of Huntington: Aggregate Formation (GFP) | PC12 HttQ103-GFP aggregates, Acumen cytometry, 40 h | Potency, µM (doses to about 46.1 µM), for the others: at the top dose activity change, negative = inhibition, most hits filed as inhibitors | 220,000 compounds, 1.1% hits | AID 1688, 2009; note: % is set by controls: 0 for no effect and ±100 for the full control effect; nearly all actives have a fitted effect of over 60% in size
#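 Inducible Q103 Huntingtin exon 1–GFP PC12 line, 1500 cells/well in phenol red free DMEM with 5% equine and 5% calf serum. Tebufenozide 100 nM induced expression; compounds titrated; aggregates quantified by cytometry.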
# GAA inhib: qHTS Assay for Inhibitors of Human alpha-Glucosidase as a Potential Chaperone Treatment of Pompe Disease | Lysosomal alpha-glucosidase (Homo sapiens), P10253 | purified human GAA, 4-MU-alpha-glucoside fluorescence | Potency, µM (titrated, usually from 76.9 µM), for inactives: at the top dose activity change, negative = inhibition, most hits filed as inhibitors | 200,000 compounds, 0.005% hits;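 note: plate controls were uninhibited enzyme wells for no effect and no-enzyme background for full effect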
#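 Human alpha-glucosidase, 4 nM, pre-mixed with test compounds before 400 uM 4-methylumbelliferyl substrate; 20 min room temperature at pH 5.0. Fluorescence read after pH 10 stop; AC50 values from Hill-equation fits.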
# IMPase Li cell: qHTS Assay for Identifying the Cell-Membrane Permeable IMPase Inhibitors: Potentiation with Lithium. CHO-M1 cells, IP1 TR-FRET (IP-One), carbachol + lithium. Potency, µM (titrated, usually from 59.4 µM), without a hit: top-dose activity, negative = IMPase inhibition, hits mostly inhibitors. 210,000 compounds, 0.35% hits;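 note: IP1 builds up when IMPase is blocked and the TR-FRET signal falls; plate controls were basal vehicle for no effect and high inhibitor control for full effect; nearly all actives have a fitted effect of over 50% in size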
#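 Readout is a homogeneous TR-FRET IP1 immunoassay (Ex 320, Em 665 and 620), where raised cytosolic IP1 lowers signal. Cells were CHO-M1 treated 30 min at 37C with test compounds plus a little lithium; AC50 values came from Hill-equation fitting.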
# aGlu spleen mod: qHTS Assay for Inhibitors and Activators of Human alpha-Glucosidase From Spleen Homogenate | Lysosomal alpha-glucosidase (Homo sapiens), P10253 | AID 2112, 2009 | Potency, µM (titrated, usually from 79.9 µM), without a hit: top-dose activity change, negative = inhibition, hits mostly inhibitors | 240,000 compounds, 0.006% hits | human spleen homogenate, 4-MU-alpha-glucoside fluorescence;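 note: 0% = enzyme with vehicle and -100% = no enzyme basal signal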
#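 Human spleen homogenate (1 ug) incubated with compounds and 1 mM 4-methylumbelliferyl-alpha-D-glucopyranoside in pH 5.0 citrate/phosphate buffer, 37 C, 40 min. Stopped at pH 10; 4-MU fluorescence (Ex 365/Em 440 nm); AC50 by Hill fit.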
# HTT cytoprotect: qHTS Multiplex Assay to Identify Dual Action Probes in a Cell Model of Huntington: Cytoprotection (ATP). PC12 HTT-Q103 induced, cytoprotection, ATP luminescence, 40 h. AID 1471, 2008. Potency, µM (top dose mostly 56.4 µM), without a hit: cytoprotection (ATP increase), actives largely listed as activators. 230,000 compounds, 0.14% hits;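 note: % of control where 0% means no effect; nearly all actives have a fitted effect of over 45% in size; toxic huntingtin expression switched on by the ecdysone agonist tebufenozide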
#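 Quantitative HTS on tebufenozide-induced (100 nM) PC12 cells expressing HTTQ103 exon 1–GFP; compounds tested as a concentration series; survival measured via cellular ATP.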
# * = called active by the depositor; ? = inconclusive; · = no result given; & = joins results of further samples; [ ] = dose if it differs, or a comment. Unless noted, calls come from the whole dose curve; as a rule, active = well fitted curve in the direction sought with a large enough effect; inconclusive = small, poorly fitted or top-dose-only effect, or another doubt; inactive = no such curve, though single readings can be large; an effect the other way counts as inactive or inconclusive. Potency is the fitted concentration of half-maximal effect.
SMILES	GoLoco inh red	GAA glycogen	HTT aggregate	GAA inhib	IMPase Li cell	aGlu spleen mod	HTT cytoprotect
O=C(N/N=C/c1cccs1)C1CC(=O)N(c2ccccc2)C1 (stereo not drawn)	9.6%	3.6%	-0.7%[9.22 µM]	-6.2%	1.1%[38.3 µM]	12.3%	-69.2%[inhibitor]
O=C(NCc1cccs1)C1CC(=O)N(C2CCCC2)C1 (stereo not drawn)	12.2%	1.8%	7.4%	?	6.6%[38.3 µM]	-3.9%	14.0%[10 µM]
CC(C)C(=O)Nc1nnn(C)n1	-4.1%	0.0%	13.5%	-4.7%	-4.6%[38.3 µM]	-5.9%	5.8%
O=C(CC(O)(c1ccccc1)C(F)(F)C(F)F)c1cccs1 (stereo not drawn)	-2.7%	-0.7%	-1.4%	0.7%	0.3%[38.3 µM]	3.3%	-1.2%
CC1=NOC(=O)/C1=C\c1ccc(-c2ccccc2Br)o1	23.7%	-7.4%	-2.6%	-4.9%	7.08µM*	-4.6%	-39.0%[inhibitor]
CCOC(=O)c1cnn(-c2nc3c(C)cccc3s2)c1C	11.0%	0.2%	-8.5%	-2.3%	23.5%[38.3 µM]	-5.3%	10.5%
Cc1cc(NC(=O)c2ccc3nc(-c4ccccc4)c(-c4ccccc4)nc3c2)no1	7.1%	2.2%	-15.5%	-2.7%	?	-2.7%	-42.6%[inhibitor]
O=C(NCc1ccccc1)Nc1cccn(Cc2ccccc2)c1=O	1.2%	-3.6%	11.6%	0.0%	-4.6%	-1.1%	-34.0%[10 µM]
COc1ccc(Br)cc1CNC(=O)CCCc1cn(C)c2ccccc12	-0.3%	-6.6%	-18.4%	-1.6%	17.4%	-2.6%	·
Cc1cc(C(=O)NCCCN2CCN(c3cc(Cl)ccc3C)CC2)n(-c2ccccc2)n1	11.8%	-14.0%	-15.6%	-4.8%[15.4 µM]	11.8%[38.3 µM]	-2.7%	-39.0%[inhibitor]
O=C(N/N=C/c1ccc(Cl)cc1)C(=O)N1CCCCCC1	14.0%	-21.5%	2.8%[9.22 µM]	?	-3.7%	2.1%	10.6%[10 µM]
O=C(COc1ccc(F)cc1)Nc1nccs1	8.7%	1.9%	-12.3%	2.0%	4.2%	-6.0%	7.2%[10 µM]
COC(=O)c1ccc2c(=O)n(CCCCCC(=O)NCc3ccc4c(c3)OCO4)c(=O)[nH]c2c1	71.8%[activator]	7.8%	-16.8%	?	1.1%[38.3 µM]	-3.9%	-6.9%[10 µM]
CC(=O)Oc1ccc2c(=O)c(N3C(=O)c4ccccc4C3=O)c(C)oc2c1	-9.7%	6.4%	-4.8%	2.8%	-7.7%	1.0%	-3.0%[10 µM]
Cc1noc(C)c1C(=O)OCC(=O)Nc1cc(Cl)ccc1Oc1ccccc1	-2.8%	-2.3%	-5.6%	-7.0%	52.1%[activator][38.3 µM]	-3.3%	-14.9%
N=c1n(Cc2ccc(Cl)cc2)c2ccccc2n1CC(O)COc1ccccc1 (stereo not drawn)	1.5%	3.4%	14.1µM*	-6.7%	1.2%	-5.6%	0.4%[10 µM]
COc1cccc(C(=O)N2CCN(Cc3ccccc3[N+](=O)[O-])CC2)c1	3.6%	6.3%	-12.3%	-2.6%	3.0%	-3.9%	27.3%[10 µM]
O=C(OCCN1CCCCC1)c1c[nH]c2ccccc12	-11.6%&1.0%&8.2%	·	·	·	2.1%&-20.8%&16.1%	4.6%&-2.0%&0.8%&-7.0%	-77.9%[inhibitor]
CCCn1c(N)c(C(=O)CN2CCc3ccccc3C2)c(=O)n(C)c1=O	3.9%	?	-2.0%	2.7%	-11.6%	-1.4%	-27.1%
CN(C)S(=O)(=O)c1ccc(Cl)c(NC(=O)CN2CCN(Cc3ccc4c(c3)OCO4)CC2)c1	5.9%	6.4%	10.3%[9.22 µM]	·	·	-4.9%	26.9%[10 µM]
CCOC(=O)Cc1csc(NC(=S)NC(=O)c2cccc([N+](=O)[O-])c2)n1	13.9%	6.3%	2.6%	-5.8%	4.7%	-0.2%	10.3%[0.074 µM]
Cc1ccc(C(NC(=O)NC(C)c2ccccc2)C(Cl)(Cl)Cl)cc1F (stereo not drawn)	2.2%	12.6%	?	3.6%	11.7%	8.0%	-2.6%[10 µM]
COC(=O)C(Cc1ccccc1)NC(=S)NC(=O)c1ccccc1 (stereo not drawn)	-3.1%	-7.9%	11.5%	-2.9%	20.9%	-29.6%	-14.6%[10 µM]
CCOc1cc(C(=O)O)cc(Cl)c1OC	-2.6%	3.4%	-23.1%	-4.5%	-3.3%	-5.6%	3.4%[10 µM]

# Among those listed so far, these have an aryl methoxy group.
SMILES	GoLoco inh red	GAA glycogen	HTT aggregate	GAA inhib	IMPase Li cell	aGlu spleen mod	HTT cytoprotect
COc1ccc(Br)cc1CNC(=O)CCCc1cn(C)c2ccccc12	-0.3%	-6.6%	-18.4%	-1.6%	17.4%	-2.6%	·
COc1cccc(C(=O)N2CCN(Cc3ccccc3[N+](=O)[O-])CC2)c1	3.6%	6.3%	-12.3%	-2.6%	3.0%	-3.9%	27.3%[10 µM]
CCOc1cc(C(=O)O)cc(Cl)c1OC	-2.6%	3.4%	-23.1%	-4.5%	-3.3%	-5.6%	3.4%[10 µM]

# Later entries:
SMILES	GoLoco inh red	GAA glycogen	HTT aggregate	GAA inhib	IMPase Li cell	aGlu spleen mod	HTT cytoprotect
O=[N+]([O-])c1ccccc1S(=O)(=O)Oc1ccccc1/C=N/n1cnnc1	5.3%	0.6%	-6.7%	-1.8%	8.5%	-2.6%	29.3%[10 µM]
CC(=O)Nc1ccc(NS(=O)(=O)c2cc(Cl)ccc2Cl)cc1	2.9%	-5.0%	38.4%[9.22 µM]	·	·	0.8%	-5.5%[10 µM]
Nc1ccc2c(c1)C(=O)Cc1ccccc1S2	6.6%	1.2%	-14.0%	2.1%	-5.2%	8.0%	·
CC1CCN(c2cc(N3CCOCC3)c([N+](=O)[O-])cc2F)CC1	10.0%	-0.3%	?	?	17.2%[38.3 µM]	5.2%	-28.9%
COCc1cc(C)nc(SCC[N+](C)(C)CC(=O)c2ccccc2)c1C#N	-0.3%	-2.7%	-13.2%	-5.0%	7.5%	2.0%	-16.1%
O=C(Cc1cccs1)N1CCN=C1SCc1cccc(F)c1	-10.6%	1.4%	-10.4%[9.22 µM]	·	·	14.1%	-15.1%[10 µM]
COc1ccc(S(=O)(=O)NC(C)C(=O)Nc2cccc(C(C)=O)c2)cc1 (stereo not drawn)	-5.7%	1.2%	-15.5%	2.8%	36.9%[38.3 µM]	-2.1%	-5.8%
CC1CN(S(=O)(=O)c2ccc(C(=O)Nc3sc4c(c3C(N)=O)CCN(C)C4)cc2)CC(C)O1 (stereo not drawn)	-2.4%	1.7%	-9.1%	-3.8%	-0.2%	-6.2%	10.7%[10 µM]
O=C(CSc1ccc(Cl)cc1)Nc1cccc(NC(=O)c2ccco2)c1	1.8%	2.2%	11.4%	-33.1%	5.0%[38.3 µM]	-0.3%	30.3%
CCn1c(SCC(=O)c2ccc(CNC(C)=O)o2)nnc1-c1cccs1	-1.4%	-0.7%	8.4%	1.1%	16.7%[38.3 µM]	-7.5%	-14.4%
Brc1ccc(-c2noc(COc3ccc4c(c3)CCC4)n2)o1	5.2%	0.6%	-29.2%	-6.9%	31.0%[activator][38.3 µM]	-7.5%	0.4%[10 µM]
Cc1ccnc2ccc(-c3nc4ccccc4o3)cc12	21.8%	8.4%	-18.5%	-4.3%	-15.3%[38.3 µM]	-3.6%	-31.7%[inhibitor][10 µM]
COc1ccc(C(=O)N2c3cc4c(cc3C(C)=CC2(C)C)OCO4)cc1	-6.4%	4.0%	11.2µM*	-2.6%[15.4 µM]	40.8%[activator][38.3 µM]	-6.6%	-13.6%
CCC1(C)Cc2c(sc3nnn(Cc4ccccc4Cl)c(=O)c23)CO1 (stereo not drawn)	17.2%	-1.3%	-16.9%	12.6%	8.2%[38.3 µM]	8.8%	-16.2%
CC1CCCCN1CCNC(=O)CN1C(=O)COc2ccccc21 (stereo not drawn)	7.0%	-4.3%	-5.0%	-6.2%	37.6%[activator][38.3 µM]	-12.9%	-4.3%
Nc1cc(N)cc(-c2nc3ccccc3[nH]2)c1	12.0%	-11.1%	-3.3%	-2.4%	6.0%	-0.3%	6.8%[10 µM]
Cc1ccc(N(C(C)C(=O)Nc2c(C)n(C)n(-c3ccccc3)c2=O)S(C)(=O)=O)cc1C (stereo not drawn)	7.6%	6.2%	7.8%	1.8%	5.1%	-2.5%	·
COc1ccccc1NC(=O)N(Cc1ccco1)Cc1cc2c(C)ccc(C)c2[nH]c1=O	3.9%	0.8%	-19.8%	-3.8%	17.7%	1.8%	25.6%[10 µM]
COc1ccc(C(=O)Nc2nc(C)cc(C)n2)cc1	27.1%	10.1%	-10.0%[9.22 µM]	-13.0%	11.9%	-2.5%	-1.4%[10 µM]
CC(CN(C)Cc1ccccc1)OC(=O)c1ccccc1F (stereo not drawn)	-6.7%	10.5%	-0.5%	-7.9%	5.9%	-5.5%	-21.4%[10 µM]
Oc1c(C(Nc2nccs2)c2ccc(C(F)(F)F)cc2)ccc2cccnc12 (stereo not drawn)	-12.4%	7.2%	·	-12.6%	2.6%	3.7%	-119.6%[inhibitor]
COc1ccc(NC(=O)CSc2nnc(-c3ccncc3)n2CC2CCCO2)c(OC)c1 (stereo not drawn)	-5.2%	3.1%	-1.3%	4.1%	0.1%	-2.8%	-7.2%[10 µM]
Cc1cc(C(=O)CSc2nncn2C)c(C)n1-c1ccccc1	10.6%	-2.0%	-12.6%	-1.4%	-8.9%	·	-121.0%[inhibitor]
Cc1cc(C)c2nc(SCC(=O)NCCN3C(=O)CSC3=O)cc(C)c2c1	·	-6.2%	?	5.3%	·	2.3%	8.5%[10 µM]
COc1cccc(NC(=O)N2CCCC2)c1	-2.0%	1.1%	?	0.2%	-8.8%	-5.5%	-45.2%

# Bioassay records from PubChem BioAssay.

# Only part of the results is shown; the hit share may differ from the screen's.
